ADAM17 inh = ADAM17 inhibitors, primary screen, biochemical, QFRET. Disintegrin and metalloproteinase domain-containing protein 17 (Homo sapiens), P78536. recombinant ADAM17, EDANS/DABCYL FRET peptide cleavage. inhibition, % at 6.95 µM. actives 0.83% (n = 370,000);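 active means inhibition above the mean of compounds lying between control limits plus 3 SD, set per campaign, cut at about 8.5% in these data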;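 further: 0% = DMSO-only wells as the low control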
ARFGAP1 inh = inhibitors of rat ARFGAP1 GAP activity, primary screen, biochemical, fluorescence polarization, GDP tracer. Arfgap1-stimulated ARF1 GTP hydrolysis, GDP FP detection. ADP-ribosylation factor GTPase-activating protein 1 (Rattus norvegicus), Q62848. inhibition, % at 16.5 µM. actives 0.26% (n = 360,000);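 active means inhibition above a per-plate limit, mean inhibition of low control wells plus 3 SD, cut at about 25% in these data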;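 further: 0% = DMSO wells with enzyme and 100% = wells lacking Arfgap1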
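Material: rat Arfgap1 GAP domain (His6, aa 1-136), purified enzyme. Also added: human ARF1(Δ1-17)-GTP substrate. Compound dosing: 16.5 µM single point, 1.26% DMSO. Timing: enzyme reaction 120 min at 25 °C after 20 min preincubation. Signal: GDP detection by fluorescence polarization. Read-out basis: percent inhibition of GAP-stimulated GDP formation, scaled between DMSO and no-Arfgap1 medians.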
DDE Tn7 FP inh = inhibitors of Tn7 peptide binding to fibrin DD(E), primary screen, biochemical, fluorescence polarization, human fibrin, Tn7 probe. actives 0.13% (n = 370,000). inhibition, % at 8.3 µM. FP displacement of FITC-Tn7 peptide from fibrin DD(E); 0% = median of compound wells per plate. AID 720508, 2013. Fibrinogen beta chain (Homo sapiens), P02675;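 active means inhibition above the mean of compounds falling within the control limits plus 3 SD of them, cut at about 14% in these data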;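 further: 0% = plate median of compound wells and 100% = 10 µM Aha-Tn7 peptide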
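Assay system: human fibrin DD(E). Input: DD(E) 2 µM final. Medium: Tris buffer with calcium and detergent, pH 7.8. Compound dosing: single point at 8.3 µM. Timing: 10 min plus 3 h, room temperature. Technique: fluorescence polarization of the labelled Tn7 tracer. Read-out: percent inhibition. Replicates: singlicate testing.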
ASAP1 GAP inh = inhibitors of human ASAP1 ArfGAP activity, primary screen, biochemical, fluorescence polarization; inhibition, % at 16.5 µM; Arf-GAP with SH3 domain, ANK repeat and PH domain-containing protein 1 (Homo sapiens), …; ASAP1-stimulated ARF1 GTP hydrolysis, GDP FP detection; actives 0.19% (n = 360,000); in the data active means inhibition above about 25%;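 further: 0% = vehicle with enzyme and substrate and 100% = no enzyme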
DDE Tn6 FP inh = inhibitors of Tn6 peptide binding to fibrin DD(E), primary screen, biochemical, fluorescence polarization, human fibrin, Tn6 probe; Fibrin DD(E) TRITC-Tn6 fluorescence polarization displacement; inhibition, % at 8.3 µM; actives 0.21% (n = 370,000);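 active means inhibition above a per-campaign cutoff: mean of compounds within control limits plus 3 SD, cut at about 15% in these data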;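 further: 0% = median of all compound wells on the plate and 100% = blocking peptide control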
PLCb3 inh = human PLC-beta3 inhibitors, primary screen, biochemical, fluorescence; 1-phosphatidylinositol 4,5-bisphosphate phosphodiesterase beta-3 (Homo sapiens), Q01970; Purified PLC-beta3, fluorogenic substrate; actives 0.18% (n = 370,000); AID 720704, 2013; inhibition, % at 12.2 µM; in the data active means inhibition above about 11%;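 further: 0% = median of compound wells on plate and 100% = full blocker control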
MBD2 inh = inhibitors of MBD2 binding to methylated DNA, primary screen, biochemical, TR-FRET, DNA-binding domain, human; Methyl-CpG-binding domain protein 2 (Homo sapiens), Q9UBB5; AID 686964, 2013; inhibition, % at 4.4 µM; actives 0.31% (n = 370,000); MBD2 binding to methylated oligonucleotide; in the data active means inhibition above about 13%
UHRF1 MBD2 ctr = UHRF1 methylated DNA binding inhibitors, primary screen, counter-screen for MBD2 inhibitor project, biochemical, TR-FRET, human UHRF1, single concentration | E3 ubiquitin-protein ligase UHRF1 (Homo sapiens), Q96T88 | UHRF1 binding to methylated oligo | inhibition, % at 4.4 µM | actives 0.75% (n = 370,000); in the data active means inhibition above about 21%;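 further: UHRF1 SRA domain binding a hemimethylated CpG hairpin DNA probe; 0% = median of test compound wells and 100% = reference inhibitor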
PLCg1 inh = PLC-gamma1 enzyme inhibitors, primary screen, biochemical, fluorescence, purified enzyme | 1-phosphatidylinositol 4,5-bisphosphate phosphodiesterase gamma-1 (Homo sapiens), P19174 | fluorogenic substrate | inhibition, % at 12.2 µM | actives 0.84% (n = 370,000); in the data active means inhibition above about 9.5%
Target sequence (P19174 whole entry, looked up): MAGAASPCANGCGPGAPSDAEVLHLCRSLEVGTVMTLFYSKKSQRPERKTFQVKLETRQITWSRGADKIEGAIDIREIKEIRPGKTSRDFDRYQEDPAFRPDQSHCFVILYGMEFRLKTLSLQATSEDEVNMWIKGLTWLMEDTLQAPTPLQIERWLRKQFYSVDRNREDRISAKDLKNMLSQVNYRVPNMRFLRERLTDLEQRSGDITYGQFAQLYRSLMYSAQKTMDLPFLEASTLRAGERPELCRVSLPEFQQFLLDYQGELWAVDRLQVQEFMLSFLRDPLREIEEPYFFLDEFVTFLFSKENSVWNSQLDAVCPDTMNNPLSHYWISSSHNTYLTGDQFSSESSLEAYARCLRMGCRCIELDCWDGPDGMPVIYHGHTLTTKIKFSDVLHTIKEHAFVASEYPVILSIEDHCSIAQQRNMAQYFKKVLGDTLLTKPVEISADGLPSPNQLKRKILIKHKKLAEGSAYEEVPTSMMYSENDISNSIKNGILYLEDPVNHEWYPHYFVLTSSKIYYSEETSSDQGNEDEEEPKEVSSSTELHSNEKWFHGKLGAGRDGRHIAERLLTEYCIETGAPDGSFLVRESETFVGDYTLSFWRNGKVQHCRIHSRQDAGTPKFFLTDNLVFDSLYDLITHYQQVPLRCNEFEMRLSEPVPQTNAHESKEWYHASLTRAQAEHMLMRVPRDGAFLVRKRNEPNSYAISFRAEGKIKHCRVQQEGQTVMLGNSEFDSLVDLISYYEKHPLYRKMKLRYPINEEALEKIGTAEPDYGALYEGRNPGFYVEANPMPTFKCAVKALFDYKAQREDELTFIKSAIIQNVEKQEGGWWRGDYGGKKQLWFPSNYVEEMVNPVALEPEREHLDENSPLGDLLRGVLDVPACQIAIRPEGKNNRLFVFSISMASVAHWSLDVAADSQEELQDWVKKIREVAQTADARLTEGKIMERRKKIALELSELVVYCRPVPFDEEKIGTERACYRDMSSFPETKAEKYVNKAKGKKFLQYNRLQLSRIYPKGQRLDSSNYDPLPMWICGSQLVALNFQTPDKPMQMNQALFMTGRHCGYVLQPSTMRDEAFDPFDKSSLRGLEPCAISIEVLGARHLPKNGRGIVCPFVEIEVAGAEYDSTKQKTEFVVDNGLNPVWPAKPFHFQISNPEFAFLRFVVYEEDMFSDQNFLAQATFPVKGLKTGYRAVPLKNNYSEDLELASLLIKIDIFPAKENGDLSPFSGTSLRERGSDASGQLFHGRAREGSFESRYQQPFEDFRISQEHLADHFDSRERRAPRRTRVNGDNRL
KLK7 zymogen act = proKLK7 zymogen activators, primary screen, biochemical, fluorescence intensity | Kallikrein-7 (Homo sapiens), P49862 | purified proKLK7, EDANS-DABCYL substrate fluorescence; 100% is mature enzyme control, 0% vehicle | activation, % at 7 µM | actives 0.9% (n = 370,000) | AID 652039, 2013;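 active means activation above the mean of all tested compounds plus 3 SD, computed per campaign excluding outliers beyond control limits, cut at about 13% in these data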
* marks the source's active call; other numbers are inactive results; i = inactive.

SMILES	ADAM17 inh	ARFGAP1 inh	DDE Tn7 FP inh	ASAP1 GAP inh	DDE Tn6 FP inh	PLCb3 inh	MBD2 inh	UHRF1 MBD2 ctr	PLCg1 inh	KLK7 zymogen act
O=C(c1ccco1)N1CCN(C(=O)C2CCCc3c2[nH]c2ccc(Cl)cc32)CC1 (stereo unspecified)	0	5	2	9	-5	-3	1	3	0	1.3
Cc1ccnc(Cc2ccccc2)n1	0	6	-6	11	4	0	1	1	6	0.5
Cn1cc([C@]2(O)C(=O)Nc3ccc(Br)cc32)c2ccccc21	-3	-10	2	4	1	-3	2	1	1	-0.3
COc1ccc(N2C(=O)c3ccccc3C(C)(C)C2=O)cc1	1	6	0	11	-4	-2	1	0	-2	0.9
CN1C(C(=O)NCc2ccccc2)CC2Cn3c(nc4ccccc43)C21 (stereo unspecified)	-5	1	5	2	-1	0	-1	1	-1	0.1
OCCNCC1(O)C2CC3CC(C2)CC1C3 (stereo unspecified)	1	9	1	-3	5	0	4	4	1	-0.2
Nc1nnn(CC(=O)N/N=C/c2ccccc2)n1	0	6	0	-2	4	-74	2	0	5	-0.7
O=C(O)Cc1sc(-c2ccccc2Cl)nc1-c1ccccc1	-2	6	0	-2	-2	-4	1	3	-1	-1.1
Cc1ccnc(NS(=O)(=O)c2ccc(NC(=O)Cc3ccc(F)cc3)cc2)n1	1	3	1	-10	-5	-1	-3	-1	3	-1.1
Fc1ccccc1/C=C1\CCCC2=C1NC(=S)NC2c1ccccc1F (stereo unspecified)	-3	2	3	-10	-1	-3	3	3	2	-0.3
CC(OC(=O)c1ncc(Cl)c(Cl)c1Cl)C(=O)NC1(C#N)CCCCC1 (stereo unspecified)	2	-3	-3	9	-3	-5	-3	-2	2	0.3
O=C(CSc1nc2ccccc2o1)NC1CCS(=O)(=O)C1 (stereo unspecified)	-3	-13	-13	10	-1	0	-6	0	-2	0.1
CCc1nn(C(CC)C(=O)NCCCc2ccccc2)c(=O)c2cc3occc3n12 (stereo unspecified)	0	-24	-8	-2	1	-8	-5	-3	2	0.1
CCc1nnc(NC(=O)COc2ccc(N(C)S(=O)(=O)c3ccc(C)cc3)cc2)s1	-2	10	1	14	-9	-6	9	6	0	0.1
CC(c1ccccc1)C1CC(=O)N(c2cc(Cl)ccn2)C1=O (stereo unspecified)	-2	7	4	-10	0	-4	3	-1	3	-0.2

Single entries from above.
In ARFGAP1 inh, O=C(c1ccco1)N1CCN(C(=O)C2CCCc3c2[nH]c2ccc(Cl)cc32)CC1 (stereo unspecified) is entered as 5
In ADAM17 inh, CC(OC(=O)c1ncc(Cl)c(Cl)c1Cl)C(=O)NC1(C#N)CCCCC1 (stereo unspecified) is entered as 2

Quoted at random: 4 entries already listed.
SMILES	ADAM17 inh	ARFGAP1 inh	DDE Tn7 FP inh	ASAP1 GAP inh	DDE Tn6 FP inh	PLCb3 inh	MBD2 inh	UHRF1 MBD2 ctr	PLCg1 inh	KLK7 zymogen act
Nc1nnn(CC(=O)N/N=C/c2ccccc2)n1	0	6	0	-2	4	-74	2	0	5	-0.7
OCCNCC1(O)C2CC3CC(C2)CC1C3 (stereo unspecified)	1	9	1	-3	5	0	4	4	1	-0.2
Cn1cc([C@]2(O)C(=O)Nc3ccc(Br)cc32)c2ccccc21	-3	-10	2	4	1	-3	2	1	1	-0.3
Cc1ccnc(Cc2ccccc2)n1	0	6	-6	11	4	0	1	1	6	0.5

Next section.
SMILES	ADAM17 inh	ARFGAP1 inh	DDE Tn7 FP inh	ASAP1 GAP inh	DDE Tn6 FP inh	PLCb3 inh	MBD2 inh	UHRF1 MBD2 ctr	PLCg1 inh	KLK7 zymogen act
O=c1n(Cc2ccccc2)c2cc(Cl)cnc2n1Cc1ccccc1	-35	8	4	-9	-5	-17	3	-3	-12	1.1
COc1ccc(-n2c(SCC(=O)Nc3nccs3)nc3sc4c(c3c2=O)CCN(C)C4)cc1	-4	25*	-10	9	-4	-61	0	1	-51	-0.2
C/C(C=O)=C/c1ccccc1	-6	-4	-6	-3	6	-1	-5	-2	-3	-0.3
N/C(=N\OC(=O)/C=C/c1ccccc1)c1ccccc1	3	13	-1	3	2	2	2	-4	0	-0.3
COc1ccc(Cc2nnc(SCC(=O)N(c3ccccc3)C(C)C)n(N)c2=O)cc1	-1	-11	-6	10	-4	3	-2	0	1	0.6
COc1ccc(/C=N/Nc2ccc([N+](=O)[O-])cc2)cc1Cn1cc([N+](=O)[O-])cn1	-1	3	-4	6	2	-11	-4	0	-6	0.1
CC1CC(C)CN(C(=O)COC(=O)c2ccc[nH]c2=O)C1 (stereo unspecified)	-5	-2	-1	0	-3	0	-1	1	1	0.0
CSc1nc(-c2ccco2)nn1S(=O)(=O)c1ccc(C)cc1	1	7	-10	4	1	-4	0	-2	-1	0.0
O=C(CSc1nc2cc(Cl)ccc2s1)N1CCN(C(=O)c2ccco2)CC1	-5	2	6	2	1	-2	-1	-1	-2	0.1
Cc1nn(C)cc1N1C(=O)c2cccc3c(N)ccc(c23)C1=O	0	-8	29*	-4	20*	i	-83	-287	-412	0.4
CC1CCN(S(=O)(=O)c2ccc3c(c2)NC(=O)CS3)CC1	2	3	3	8	-11	-5	1	2	2	-0.2
CCc1ccc(N2CC(C(=O)OCC(=O)Nc3ccc(C#N)cc3)CC2=O)cc1 (stereo unspecified)	-6	-2	6	4	1	-7	7	13	-2	-1.0
Cc1cccc(NC(=O)Nc2ccc3c(c2)OCO3)n1	3	-5	-1	-5	-1	0	0	-3	7	-0.8
O=C(O)c1ccc2c(c1)C(=O)N(CCc1ccccc1)C2=O	-3	9	-2	8	3	-1	-1	2	2	-0.2
O=C1NC(=O)C2(CCCCC2C2CCCCC2)N1 (stereo unspecified)	-4	-1	3	-11	3	2	4	10	0	0.1

Some of these compounds in order of heavy-atom count, ascending.
SMILES	ADAM17 inh	ARFGAP1 inh	DDE Tn7 FP inh	ASAP1 GAP inh	DDE Tn6 FP inh	PLCb3 inh	MBD2 inh	UHRF1 MBD2 ctr	PLCg1 inh	KLK7 zymogen act
Cc1cccc(NC(=O)Nc2ccc3c(c2)OCO3)n1	3	-5	-1	-5	-1	0	0	-3	7	-0.8
CSc1nc(-c2ccco2)nn1S(=O)(=O)c1ccc(C)cc1	1	7	-10	4	1	-4	0	-2	-1	0.0
COc1ccc(/C=N/Nc2ccc([N+](=O)[O-])cc2)cc1Cn1cc([N+](=O)[O-])cn1	-1	3	-4	6	2	-11	-4	0	-6	0.1

Carrying on.
SMILES	ADAM17 inh	ARFGAP1 inh	DDE Tn7 FP inh	ASAP1 GAP inh	DDE Tn6 FP inh	PLCb3 inh	MBD2 inh	UHRF1 MBD2 ctr	PLCg1 inh	KLK7 zymogen act
COC(=O)c1ccc(Cn2cnc3cnccc32)cc1	-3	-8	2	-1	4	-7	0	25*	1	0.6
COc1ccc(C(C)=O)cc1CSc1nnc(C)s1	-6	-6	3	-7	2	-2	1	0	0	0.6
OCCC1CN(CC#Cc2ccccc2)CCN1Cc1ccccc1F (stereo unspecified)	-1	-4	-1	8	-6	-7	-3	-1	-4	-0.4
Cc1ccccc1Cn1c(-c2ccc(=O)[nH]c2)nc2ccccc21	-5	-3	5	1	-2	-16	2	-6	-3	0.0
CC(C)CNC(=O)c1cccc2c(-c3cccc(C(N)=O)c3)coc12	2	-10	1	2	6	2	-10	-1	1	0.8
CCCCn1c(N)c(N(CCOC)C(=O)c2ccc(N3CCCC3=O)cc2)c(=O)[nH]c1=O	-2	-2	4	-13	-1	-9	3	-2	-2	-0.9
CN(C)C(CNC(=O)CCNC(=O)c1ccc(Br)cc1)c1ccco1 (stereo unspecified)	-7	-11	7	-3	-1	-13	-6	-4	0	0.4
CCOc1ccc(N2C(=O)Nc3ccccc3C2(O)C(=O)NCc2ccco2)cc1 (stereo unspecified)	-3	-10	13	-3	3	-5	4	2	-2	-0.5
COc1ccc(C(CCN2CCCC2)c2c(O)cc(OC)cc2OC)cc1 (stereo unspecified)	1	5	-12	5	-3	4	-4	11	4	0.4
